F508del corr: CFTR F508del correction in bronchial cells | CFBE cells, YFP halide quenching; stimulated with forskolin plus potentiator P3; % fluorescence drop versus neutral controls | activity (quench increase), % at 7.58 µM | hit rate 0.36% among 350,000 | AID 720511;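 active = mean added fluorescence quench of at least 8% versus neutral control, with both replicates also reaching 8%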;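 note: cells transiently co-express mutant CFTR-F508del with the halide-sensitive YFP; corrector assay measuring rescue of mutant channel to the surface after 24 h compound exposure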
C2C12 statin: protects C2C12 myotubes from simvastatin toxicity. AID 602340. ATP luminescence, 48 h; scaled: DMSO 0, geranylgeraniol control 100. rescue of ATP level, % at 7.49 µM. hit rate 0.78% among 330,000;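 active = mean ATP rescue above about 67%, or every replicate alone reaching that limit, limit read from the data, passing the limit was not always enough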;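 note: myotubes were challenged with 10 µM simvastatin during compound exposure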
PglD inh: blocks C. jejuni PglD acetyltransferase activity | purified PglD enzyme, DTNB colorimetric CoA detection | inhibition, % at 12.5 µM | hit rate 0.098% among 360,000 | AID 602405; in the data active = inhibition above about 16%, passing the limit was not always enough; note: strong numbers were not always called active
GSIS activator: GLuc luminescence reporter in INS-1E cells, primary screen for activators of glucose-dependent secretion of insulin. activation, % at 16.6 µM. hit rate 0.61% among 370,000. INS-1E GLuc reporter insulin secretion, 2-3 h;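 active = lowest replicate activation of at least 40%, so every replicate reaches that level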;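 note: 0% = median of neutral control wells and 100% = median of IBMX positive control wells; some compounds called inactive have numbers as strong as hits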
Cneo AK release: causes C. neoformans cell lysis. adenylate kinase release luminescence, 4 h; normalised: neutral wells 0, clomiphene wells 100. AID 651654. lysis activity, % at 15 µM. hit rate 0.2% among 360,000;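 active = mean lysis activity across replicates of at least 80%, whatever share of replicates individually reach that level; inactive = mean lysis activity below 80%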
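Test system: log-phase Cryptococcus neoformans yeast cells. Input: 5 × 10^6 yeast cells/mL. Medium: fresh YPD growth medium. Doses: single dose. Incubation: static 4 h at 37 °C with compound, 1 h detection. Measured by: luminescent adenylate kinase detection reagent. Read-out: signal increase indicating cell lysis. Benchmarks: Clomiphene.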
miR-122 sensor: miR-122 inhibition in Huh7 cells; Huh7 miR-122 Renilla luciferase sensor, 48 h; neutral wells = 0, positive control = 100; activation (reporter increase), % at 12.5 µM; hit rate 0.3% among 340,000; AID 602342;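 active = mean replicate activation score at least 90 and every replicate individually at or above 90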;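 note: higher luciferase means less miR-122 activity so hits act as miR-122 inhibitors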
PGC1a acetyl inh: modulators of PGC1a acetylation. U2OS PGC1a acetylation, AlphaScreen anti-acetyl-lysine; with virally co-expressed GCN5 acetyltransferase. hit rate 0.17% among 350,000. inhibition, % at 15.6 µM. AID 651687;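 active = every replicate shows inhibition of at least 40%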;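 note: 0% = neutral control wells and 100% = positive control wells; some results beyond the cut were filed as inactive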
FN deposit inh: fibronectin deposition inhibition | hit rate 0.086% among 350,000 | AID 743247 | inhibition, % at 12.6 µM | AH1F fibroblasts, Alexa488-fibronectin deposition fluorescence, overnight;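 active = mean inhibition across replicates of 30% or more, regardless of how many single replicates reach that level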;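 note: positive control wells lacked labelled fibronectin entirely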
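Material: AH1F fibroblast monolayer depositing Alexa488-labelled fibronectin into matrix | Input: 10000 AH1F cells/well | Medium: DMEM plus 2% serum, read in PBS | Reagent: Alexa488-fibronectin, 24 nM final in well | Compound dosing: One dose per compound, pinned | Schedule: 1 h adhesion, overnight exposure | Measured by: Fluorescence at 485 nm excitation, 525 nm emission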
Starred values were filed as active, the others as inactive; . = not tested or not shown; & = joins results of further samples; [ ] = remark or other dose. Compounds were not picked by outcome. About 2.1% of those tested had a hit in this group.

SMILES	F508del corr	C2C12 statin	PglD inh	GSIS activator	Cneo AK release	miR-122 sensor	PGC1a acetyl inh	FN deposit inh
O=C(O)/C=C\C(=O)Nc1ccccc1C(=O)N1CCC(O)(c2ccc(Cl)cc2)CC1	-0.9	-10	-5	-6	8	.	.	-7
CCCCCCNC(=O)Nc1ccccc1	.	23	-3	-15	-6	19	10	.
Cn1c2ccccc2c2cc(/C=C(\NC(=O)c3ccccc3)C(=O)O)ccc21	1.5	-1	-1	5	1	-1	1	0
C[C@@H](NC(=O)C[C@@H]1CC[C@H]2[C@@H](COC[C@@H](O)CN2Cc2cc(F)ccc2F)O1)c1ccccc1	2.8	12	-25	-2	101*	6[16.7 µM]	-3	1
O=C(NC1CCC1)C1CCC(=O)N(Cc2ccc(Cl)cc2)C1 (stereo not drawn)	1.2	7	5	.	0	0	1	-8
CCCNC(=O)C[C@H]1CC[C@@H]2[C@H](COc3ccc(NC(=O)NCC)cc3C(=O)N2C)O1	-0.5	31	-2	3	2	-1[16.7 µM]	6	-10
COc1ccc(C(=O)NNC(=O)CN(C)S(=O)(=O)c2ccc(Cl)cc2)c(OC)c1OC	2.8	14	1	4	0	.	.	-8
CCCc1ccc2oc(C(=O)NCCc3cnn(C)c3)c(C)c2c1	-7.1	-7	-1	-31	-3	-2	-3	-1
C[C@H](O)C#Cc1ccc([C@@H]2[C@@H](CO)N3CCCCN(C(=O)Nc4ccccc4)C[C@H]23)cc1	1.5	5	0	-1	0	-5[16.7 µM]	0	.
FC(F)(F)c1cccc(-c2cc(C3CCNCC3)[nH]n2)c1	0.0	-9	-1	.	1	-1	4	-1
Cc1ccc(N(CC(=O)Nc2ccccc2C(=O)N2CCOCC2)S(C)(=O)=O)cc1	.	.	-1	.	3	6	14	-4
CO[C@H]1CN(C)C(=O)c2ccc(NC(=O)C3CCC3)cc2OC[C@@H](C)N(CC2CCCCC2)C[C@@H]1C	2.2	4	-1	-39	-1	.	-21	-6
O=C(CCSc1ccccc1)NCC1CCCO1 (stereo not drawn)	.	.	-1	.	-4	-2	8	14
Cc1cc(=O)oc2cc(OCC(=O)Nc3ccc(CN4CCOCC4)cc3)ccc12	2.4	-6	3	-3	-1	5	8	-9
COc1ccc(-c2cc(C(=O)NC3CCCCC3)no2)cc1OC	-1.1	4	1	6	4	.	.	2
COc1cc(CNCCNCC(C)O)ccc1OCc1ccc(Cl)nc1 (stereo not drawn)	5.9	-4	-1	.	-3	-2	-8	1
Cc1cc(NC(=O)CCC(=O)N(C2CC2)C2(C(=O)NC3CCCC3)CCC(C)CC2)no1 (stereo not drawn)	.	.	-6	.	3	10	-12	5
COc1ccc(-c2nc(-n3c(C)c(C(C)=O)c(C(C)=O)c3C)sc2C)cc1OC	.	12	-1	.	1	3	2	1
C=CCn1c(CCC(=O)O)ccc1-c1ccccc1	.	40	1	1	7	2	-1	.
CN(C)/C=C1\NC(=S)N(c2ccccc2)C1=O	-0.5	.	.	2	.	.	1	-1
COc1ccc(NC(=O)Nc2ccc3c(c2)[C@H]2C[C@@H](CC(=O)O)O[C@@H](CO)[C@H]2O3)cc1	-0.8	0	-2	30	-3	1[16.7 µM]	8	.
NC(=O)CC(NC(=O)Cc1cccc2ccccc12)c1ccc(NCCN2CCCCC2)c([N+](=O)[O-])c1 (stereo not drawn)	-2.8	11	-5	-1	3	1	7	-18
Cc1nn(CC(=O)NNC(=O)c2ccccc2F)c([N+](=O)[O-])c1Br	1.7	.	6	5	0	1	4	-2
O=C1C2C3C=CC(C3)C2C(=O)N1/N=C/c1ccc(-c2ccccc2[N+](=O)[O-])o1 (stereo not drawn)	.	.	-1	3	1	-3	-2	6
CC1(C)CC(=O)c2cnc(N)nc2C1	.	.	-3	.	1	4	.	12

In the list so far, these contain an aryl methoxy group:
SMILES	F508del corr	C2C12 statin	PglD inh	GSIS activator	Cneo AK release	miR-122 sensor	PGC1a acetyl inh	FN deposit inh
COc1ccc(C(=O)NNC(=O)CN(C)S(=O)(=O)c2ccc(Cl)cc2)c(OC)c1OC	2.8	14	1	4	0	.	.	-8
COc1ccc(-c2cc(C(=O)NC3CCCCC3)no2)cc1OC	-1.1	4	1	6	4	.	.	2
COc1cc(CNCCNCC(C)O)ccc1OCc1ccc(Cl)nc1 (stereo not drawn)	5.9	-4	-1	.	-3	-2	-8	1
COc1ccc(-c2nc(-n3c(C)c(C(C)=O)c(C(C)=O)c3C)sc2C)cc1OC	.	12	-1	.	1	3	2	1
COc1ccc(NC(=O)Nc2ccc3c(c2)[C@H]2C[C@@H](CC(=O)O)O[C@@H](CO)[C@H]2O3)cc1	-0.8	0	-2	30	-3	1[16.7 µM]	8	.

More entries
SMILES	F508del corr	C2C12 statin	PglD inh	GSIS activator	Cneo AK release	miR-122 sensor	PGC1a acetyl inh	FN deposit inh
N=C1C(c2nc3ccccc3s2)=C(O)CN1NC(=O)c1ccccc1[N+](=O)[O-]	2.0	.	.	2	.	.	-11	-12
O=C(Cc1ccc(NC(=O)C2CCN(C(=O)C3CCCCC3)CC2)cc1)Nc1ccc(C(=O)N2CCOCC2)cc1	-1.4	9	0	5	1	-2	-2	11
Cn1c(=O)c2cc(NC(=O)NCc3ccc(Cl)cc3Cl)ccc2n1Cc1ccccc1	1.0	2	0	.	1	4	3	-1
COc1ccc(C(=O)NCc2cn3ccsc3n2)cc1OC	-0.5	1	3	43	13	.	.	4
CCOc1ccc(NC(=O)CSc2nnc(CNC(=O)c3ccco3)o2)cc1	.	2	.	-2	.	1	-15	6
CC(C)c1ccc(C(C(=O)NC2CCCC2)N(C(=O)c2csnn2)C2CC2)cc1 (stereo not drawn)	1.0	-19	-1	-10	-1	.	.	0
Cc1cccc(C)c1-c1ccc(CN2C(CC(C)C)C(=O)N(Cc3cn(CCO)nn3)CCS2(=O)=O)cc1 (stereo not drawn)	3.9	8	0	56	5	-2	4	-11
Cc1c(CNC(=O)C2CCC(=O)N(CCc3ccccc3)C2)cnn1C (stereo not drawn)	-1.8	.	0	6	-3	.	-10	-5
CCCc1cc(C(=O)Nc2ccccc2SC)no1	-1.8	-2	0	1	0	.	.	3
Cc1ccc(S(=O)(=O)N(C)C[C@H]2OCCCC[C@H](C)Oc3ccc(NC(=O)Nc4cccc5ccccc45)cc3C(=O)N([C@@H](C)CO)C[C@@H]2C)cc1	-3.3	.	0	17	-2	1[16.7 µM]	-35	2
COc1cc(C(c2nnnn2C(C)(C)C)N2CCN(C)CC2)cc(OC)c1OC (stereo not drawn)	.	.	3	.	1	0	8	.
COc1cccc(N/C=C/c2onc(C)c2[N+](=O)[O-])c1	.	6	2	52*	0	-4	.	0
O=C(NCC1COc2ccccc2O1)C1CCCN(S(=O)(=O)c2cccc3nsnc23)C1 (stereo not drawn)	.	.	-1	.	-1	0	5	.
COc1ccc(OC)c(/C=C2\S/C(=N/NC(=O)c3ccc4ccccc4c3)NC2=O)c1	.	.	-3	-1	19	.	.	2
COc1ccccc1CNC(=O)c1cccc2c1C(=O)N(Cc1cccnc1)C2	-1.2	-28	9	3	1	21	12	13
COc1ccc(NC(=O)C(NC(C)=O)C(=O)NCc2ccccc2OC)cc1 (stereo not drawn)	.	-12	-6	-4	3	-1	-4	.
CC(=O)c1cccc(-c2ccnc3c2CC(C(=O)NCc2ccco2)O3)c1 (stereo not drawn)	13*	-64	1	-4	2	16	-52	-4
O=C(CS(=O)(=O)c1cn(Cc2ccc(Cl)cc2)c2ccccc12)N1CCCC1	0.8	8	2	-35	2	.	.	3
COc1cccc(CNC(=O)C(=O)N2CCC3(CC2)OCCN3S(=O)(=O)c2ccc(C)cc2)c1	1.6	30	-5	-1	-8	.	.	-4
O=C1c2ccccc2[C@@H]2C[C@@H](O)[C@H](Nc3cccc4ccccc34)CCN12	-2.3	6	0	-14	1	.	.	.
Cc1cc(C(C)(C)C)cc(C)c1CCNC(=O)c1ccc[n+]([O-])c1	-2.3	-6	1	-13	1	5	-4	-4
O=C(Nc1cccc(F)c1)N1CCCCN2[C@H](CO)[C@@H](c3ccc(C#CC4CC4)cc3)[C@@H]2C1	0.2	.	-1	-20	5	-2[16.7 µM]	-5	.
Cc1nc(NCC2CCCO2)c2oc3ccccc3c2n1 (stereo not drawn)	.	-8	-2	.	6	0	8	.
COc1cccc(-c2csc(N3CCN(C(=S)Nc4ccccc4OC)CC3)n2)c1	.	13	-2	.	0	1	-14	-2
Cc1noc(C)c1S(=O)(=O)Nc1ccc2c(c1)C(=O)N([C@H](C)CO)C[C@@H](C)[C@@H](CN(C)S(C)(=O)=O)OCCCC[C@H](C)O2	-2.4	.	0	10	2	5[16.7 µM]	12	.

(further entries)
SMILES	F508del corr	C2C12 statin	PglD inh	GSIS activator	Cneo AK release	miR-122 sensor	PGC1a acetyl inh	FN deposit inh
CCOC(=O)c1ccc(NC(=O)N2CCc3ccccc32)cc1	.	72*	3	-28	-8	2	-13	1
C[C@H]1CN([C@@H](C)CO)C(=O)Cc2cc(NS(=O)(=O)c3ccc(Cl)cc3)ccc2O[C@@H]1CN(C)Cc1ccc(C(F)(F)F)cc1	2.2	47	1	-11	1	0[16.7 µM]	2	.
O=C(CCN1C(=O)C2CCCCC2C1=O)Nc1nc2c(F)cc(F)cc2s1 (stereo not drawn)	-0.5	-2	2	18	0	12	-6	-3
Cc1ccc(S(=O)(=O)N(CC(=O)N2CCOCC2)c2ccc(C(C)C)cc2)cc1	2.1	-6	-1	-14	2	35	.	0
N#Cc1cccc(C(c2nnnn2C2CCCC2)N2CCCCCC2)c1 (stereo not drawn)	.	-9	0	.	3	36	-67	-5
CC(C)(C)OC(=O)NCCc1nnc(SCC(=O)c2ccc(Cl)cc2)o1	.	11	-5	.	5	-11	-7	4
COc1cc(C)nc(NS(=O)(=O)c2ccccc2Cl)n1	-9.0	-21	-1	12	0	30	1	-6
O=C(CCC1CCN(Cc2ccccc2O)CC1)NC1CC1	3.0	-8	-6	-4	3	-9	-15	1
O=C(C[C@@H]1C[C@@H]2c3cc(NS(=O)(=O)c4ccc(F)cc4)ccc3O[C@@H]2[C@@H](CO)O1)NCCc1ccccc1	-0.1	-2	0	-37	1	4[16.7 µM]	-3	.
COC(=O)CNS(=O)(=O)c1ccc(Cc2ccc(S(=O)(=O)NCC(=O)OC)cc2)cc1	0.5	.	6	-3	10	-14	9	.
CCCOC(=O)C1=C(C)NC2=C(C(=O)CCC2)C1c1ccc(N(C)C)cc1 (stereo not drawn)	.	6	.	.	-1	0	-5	.
COc1cccc(-c2cccc(-c3nc(C(=O)NCC(F)(F)F)cc4c3[C@H](CCO)N([S@@](=O)C(C)(C)C)C4)c2)c1	11*	-22	6	-20	-4	.	-14	11
C[C@@H]1CN([C@@H](C)CO)C(=O)c2cccc(N(C)C)c2O[C@@H]1CN(C)Cc1ccc(C(F)(F)F)cc1	-1.4	8	0	-11	-17	-3[16.7 µM]	-5	2
Cc1ccccc1S(=O)(=O)N1C[C@@H]2N[C@H](C1)C2c1ccc(-c2ccc(C#N)cc2)cc1 (stereo partly drawn)	0.5&0.8	.	.	-22&6	.	.	-10&0	3&-2
COc1cc(C(F)(F)F)c(C(=O)N(C)Cc2cc(Cl)cc(Cl)c2)cn1	1.9	18	-3	.	0	-8	.	-4
CC1(C)Cc2nc3[nH]c(=S)[nH]c(=O)c3cc2CO1	0.7	.	5	.	0	1	6	7
C[C@H]1CN([C@@H](C)CO)C(=O)c2cc(NC(=O)Nc3ccccc3)ccc2O[C@H]1CN(C)S(=O)(=O)c1ccccc1	0.7	-59	6	-16	-4	-7[16.7 µM]	-5	.

Assay outcomes (PubChem BioAssay)
